Source: PubChem BioAssay
hDAT+cocaine: changed human dopamine transporter uptake under cocaine IC80. B-score at 10 µM. 110,000 compounds, 1.3% hits. Q01959. LLC-PK1 hDAT cells, [14C]-dopamine uptake with cocaine IC80; actives deviate in either direction;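 active means Z score or B-score, a plate-position-corrected score, falls beyond the plate's 99.7% confidence bounds, in either direction; inactive means both scores lie inside the 99.7% bounds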;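 further: scored against the spread of the other compound wells on the same plate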
IL1B cytotox: toxic to HUVEC cells under IL-1B stimulation; HUVEC cell count loss, Hoechst imaging, IL-1B stimulated; cell count reduction, % at 2 µM; 94,000 compounds, 0.41% hits;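 active means cell count reduction more than 3 SD above the screen-wide mean, cut at about 70% in these data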;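 further: normalized per plate to untreated control cells as the no-loss baseline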
PLK1 PBD inh: inhibitors of human Plk1 polo box domain binding | P53350 | inhibition, %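 (tested at about 20 µM)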 | 97,000 compounds, 0.13% hits | AID 693 | Plk1 PBD phosphopeptide binding, fluorescence polarization; in the data active means inhibition above about 34%, passing the limit was not always enough
Ecoli WT expand: blocks growth of wild type E. coli BW25113. 98,000 compounds, 0.15% hits. AID 710. OD600 absorbance. growth inhibition, % at 100 µM;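 active means growth inhibition above about 50% at one test dose, limit read from the data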;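 further: growth measured after 20 h incubation at 37 °C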
PLK1 inh: blocks human PLK1 kinase activity; AID 619; inhibition, % at 10 µM; 97,000 compounds, 0.53% hits; P53350; recombinant PLK1 kinase, TR-FRET peptide phosphorylation;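 active means inhibition of 50% or more in the single-concentration screen; inactive means inhibition below 50%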;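 further: 0% = DMSO max control and 100% = H-89 dihydrochloride min control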
sEH inhibitor: blocks human soluble epoxide hydrolase activity; recombinant human sEH enzymatic activity assay; inhibition, % at 2 µM; 91,000 compounds, 0.34% hits; AID 707; in the data active means inhibition above about 80%; further: values of inactives mirror those of a sister screen read the other way; many of its hits are not listed in these tables
Target sequence (P34913 whole entry, looked up): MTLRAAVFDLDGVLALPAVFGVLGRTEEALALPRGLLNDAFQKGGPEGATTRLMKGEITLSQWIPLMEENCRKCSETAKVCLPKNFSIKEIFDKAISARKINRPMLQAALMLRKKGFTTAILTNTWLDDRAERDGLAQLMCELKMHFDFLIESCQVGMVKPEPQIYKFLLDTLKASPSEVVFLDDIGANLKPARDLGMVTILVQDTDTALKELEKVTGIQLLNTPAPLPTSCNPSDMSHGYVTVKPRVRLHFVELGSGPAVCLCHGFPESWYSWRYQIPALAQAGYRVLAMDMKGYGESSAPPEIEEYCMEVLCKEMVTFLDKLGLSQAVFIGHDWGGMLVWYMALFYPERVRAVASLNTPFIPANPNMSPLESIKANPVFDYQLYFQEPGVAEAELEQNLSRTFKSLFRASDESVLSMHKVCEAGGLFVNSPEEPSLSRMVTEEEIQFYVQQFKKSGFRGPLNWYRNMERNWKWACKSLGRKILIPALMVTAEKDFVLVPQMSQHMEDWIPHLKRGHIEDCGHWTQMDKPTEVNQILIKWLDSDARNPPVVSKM
cytoskel mod: cytoskeleton assembly modification | 91,000 compounds, 0.18% hits | inhibition, % at 2 µM | HUVEC TNFa F-actin phalloidin imaging, high content;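 active means inhibition above the batch mean plus 3 SD and confirmed as a hit by visual image inspection, cut at about 30% in these data, passing the limit was not always enough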; further: strong numbers were not always called active
TNFa cytotox: toxic to HUVEC cells under TNF alpha stimulation; HUVEC TNFalpha-stimulated, Hoechst cell count, imaging; cell count reduction, % at 2 µM; 93,000 compounds, 0.17% hits;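 active means cell count reduction exceeding the screen mean by over 5 SD, scaled to untreated wells per plate, cut at about 78% in these data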;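 further: cells counted after 24 h of TNF alpha exposure following the 1 h pretreatment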
VCAM1 TNFa inh: reduces TNF alpha induced VCAM1 expression in HUVEC; HUVEC TNFa-induced VCAM-1 immunofluorescence, high-content imaging; inhibition, % at 2 µM; 95,000 compounds, 0.48% hits;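 active means inhibition above the batch mean plus 3 SD, with images confirmed as a hit by eye, cut at about 37% in these data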;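 further: 0% = TNF-stimulated DMSO wells and 100% = unstimulated control wells; not every result past the cut was called active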
* = called active by the depositor; . = no result given.

SMILES	hDAT+cocaine	IL1B cytotox	PLK1 PBD inh	Ecoli WT expand	PLK1 inh	sEH inhibitor	cytoskel mod	TNFa cytotox	VCAM1 TNFa inh
CN1CCN(C(=O)CCn2nc(-c3ccccc3)c3ccccc3c2=O)CC1	0.26	-15.1	-21.3	-2.0	-11.8	3.7	8.7	-23.9	10.2
CCCc1nnc(NC(=O)c2ccncc2)s1	-0.941	-21.3	39.0	-1.0	-14.1	-1.9	5.3	-2.0	-24.6
Cc1nc(CS(=O)(=O)c2ccc(Cl)cc2)cc(N2CCOCC2)n1	-0.981	-23.5	-22.5	0.0	-2.0	9.2	47.6	-23.2	8.4
CCOC(=O)Cn1c(=O)c2c(nc3n2CCCCN3c2ccc(C)cc2)n(C)c1=O	0.309	3.7	-13.4	-1.0	-6.9	-1.6	14.8	5.6	2.0
O=C1CN=C(Nc2ccc(Cl)cc2)N1c1ccccc1	-0.0151	-6.7	7.2	3.0	-4.8	-3.8	3.9	6.8	1.7
COc1ccc2[nH]c(C)c(C(=O)CN3CC(C)OC(C)C3)c2c1 (stereo unspecified)	0.0448	-0.6	8.4	7.0	-11.9	-0.3	11.4	-14.0	15.5
O=C1C2ON(c3ccc(Br)cc3)C(c3cccnc3)C2C(=O)N1C1CCCCC1 (stereo unspecified)	.	-47.6	-23.6	-3.0	-4.2	0.3	12.7	-30.9	1.6
COC(=O)Cn1c(=O)c2c(nc(Br)n2Cc2ccccc2Cl)n(C)c1=O	0	5.5	-24.2	-8.0	-5.0	.	-0.6	-13.5	11.7
CCOC(=O)c1cc2c(=O)n3cccc(C)c3nc2n(Cc2cccnc2)c1=N	.	-21.0	-39.8	.	-9.4	-1.6	4.7	-22.1	4.9
O=C(Nc1cccc(Cl)c1)NC1(C(=O)NCc2cccs2)CCCCC1	-0.0685	-17.8	17.7	-12.0	-10.5	-8.4	21.0	7.1	1.1
COc1ccc(C/C(N)=N/OC(=O)Cc2ccccc2)cc1	0.352	-8.2	-6.9	-2.0	-9.0	3.3	-6.2	5.8	10.7
c1ccc2c(c1)ccc1nnc(SCc3ccc4c(c3)OCCO4)n12	0.402	10.4	-10.9	-10.0	2.9	8.0	14.0	-35.0	9.4
NC(=O)Cn1c2[n+](c3ccccc31)CC(O)CS2 (stereo unspecified)	.	11.4	-27.5	1.0	-7.1	-21.0	-5.1	-13.4	-3.7
COCCCNCCCCOc1c(Cl)cc(C)cc1Br	0.117	-3.8	-5.4	8.0	-6.3	5.9	12.2	-27.0	-14.3
Cc1ccc(OCC(=O)Nn2c(C)nc3ccccc3c2=O)c(C(C)C)c1	0.394	-13.9	24.9	-17.0	-10.5	-5.9	15.0	-9.4	3.1
Cc1cc(NC(=O)CSc2nnc(C3CC3)n2Cc2ccccc2)no1	-0.17	-0.8	-18.6	-5.0	-4.4	-20.1	-1.5	-9.2	14.9
O=C(c1ccc(NS(=O)(=O)c2ccccc2)cc1)N1CCCC1	0.0132	-17.8	-21.7	5.0	-11.8	7.7	3.2	-13.3	-4.5
COc1cccc(N2CCN(c3c4c(nc5ncnn35)CCC4)CC2)c1	1.31	36.4	-7.6	-6.0	-7.3	-5.1	3.1	20.8	3.7
O=C(C1CC1)N(CCN(Cc1ccccc1)C(=O)C1CC1)Cc1ccccc1	.	-37.0	-32.4	6.0	-12.7	2.5	8.0	-18.1	-1.7
Cc1cc(C)c(C(=O)COC(=O)Cn2cnnn2)cc1C	-0.475	4.9	12.0	2.0	-0.3	6.5	-17.3	-4.2	-3.6
COc1ccc(C(=O)Nc2ccc(C(=O)OCC(=O)c3ccccc3)cc2)cc1	-0.233	-31.8	11.9	-1.0	-8.5	5.3	2.0	-2.0	10.8
COc1cccc(CC(NC(C)=O)C(=O)NC2CCN(c3nnnn3-c3ccccc3)CC2)c1 (stereo unspecified)	-0.0962	-14.2	0.2	2.0	-7.3	-17.9	-3.3	2.2	10.8
CCC1CCCCN1C(=O)CSc1nnc(-c2ccc(OC)cc2)o1 (stereo unspecified)	-0.432	-21.8	4.4	5.0	-20.0	0.7	-11.3	-3.9	13.5
O=C1C(=O)N(CCO)C(c2ccccc2)/C1=C(\O)c1ccccc1 (stereo unspecified)	0.139	.	-8.1	-6.0	54.6*	.	.	.	.
Cc1cccc(NC(=S)c2nc3ccccc3s2)c1	.	-28.1	-10.2	-19.0	-15.5	5.4	16.5	-5.4	22.4
COc1ccc(OC)c(C2C(C#N)=C(N)Oc3cc(C)[nH]c(=O)c32)c1 (stereo unspecified)	.	-4.0	-12.4	-7.0	-1.6	2.0	-4.3	-11.1	2.8
Cc1nc2cc(-c3sccc3-n3cccc3)nn2c(C)c1C	.	-12.7	-13.8	0.0	-10.3	-11.3	-9.3	20.9	23.1
C=CCn1c(=NC(=O)C2CCCCC2)sc2cc(NC(C)=O)ccc21	-2.52	2.4	-29.1	-2.0	-7.8	.	26.9	-41.3	6.0
CCOC(=O)C1=C(Cc2ccc(C)cc2)C(=O)c2ccccc2C1=O	-0.196	-13.5	-6.9	-18.0	-6.9	7.6	19.0	-8.2	1.2
CCc1nn(CC(=O)NCCCN(CC)Cc2ccccc2)c(=O)c2cc3sccc3n12	1.46	3.9	0.0	4.0	5.4	-3.4	.	-13.2	-0.2
Cc1cccc(OCCCC(=O)Nc2ccccc2C(F)(F)F)c1	-1.43	23.4	3.2	-4.0	-20.1	14.6	13.1	1.2	5.8
CCCCn1nnc(NC(=O)COc2ccc(Cl)c(C)c2)n1	-0.331	2.4	8.1	2.0	-11.1	23.2	1.8	1.3	-13.2
Nc1nonc1-c1noc(COc2ccccc2Cl)n1	-0.251	-9.8	17.9	2.0	1.1	-10.8	-45.1	-6.3	-6.0
COc1cccc(N2CCN(CC(=O)Nc3nnc(-c4ccccc4)s3)CC2)c1	-0.393	-30.5	-0.2	-13.0	-11.7	-9.9	-6.0	-1.4	-0.3
COC(=O)c1ccc(-c2nc3cc(N)ccc3o2)cc1	-0.887	10.2	-1.0	.	-7.3	4.2	-2.8	10.4	-12.5
O=C(NCc1nc(-c2ccccc2)no1)c1ccc2c(c1)OCO2	0.813	12.9	-8.8	9.0	-3.4	8.8	6.3	-7.1	-4.6
COC(=O)c1cc(Br)c(=O)n(Cc2ccc(OC)c(OC)c2)c1	0.654	-21.2	-9.6	-5.0	-4.6	.	29.4	-7.5	16.5
CCCN(CCC)S(=O)(=O)c1ccc(C(=O)Nc2nnc(CSC)o2)cc1	0.559	-41.0	-10.8	6.0	-5.8	15.9	2.0	1.0	12.7
Cc1ccc(-n2c(=O)cc(N3CCN(Cc4ccccc4)CC3)[nH]c2=O)cc1	-1.47	0.5	-15.8	-5.0	-1.3	.	15.8	-8.6	4.5
CCOc1ccc(OCC)c(NC(=O)C2CCCN(S(=O)(=O)c3c(C)n[nH]c3C)C2)c1 (stereo unspecified)	0.824	-3.2	-14.5	-4.0	-8.0	.	7.1	-30.3	2.5
O=C1CCC([N+](=O)[O-])C(c2ccc(Cl)cc2)N1 (stereo unspecified)	-0.229	-9.6	-14.6	1.0	-10.5	-10.0	15.6	-15.7	5.0
C(=N\n1cnnc1)/c1nc2ccccc2[nH]1	0.0152	-29.3	-8.0	9.0	-12.0	11.9	8.6	-11.3	14.5
Cn1cc(CC(=O)Nc2cccc(C#N)c2)c2ccccc21	-0.473	-6.8	10.4	0.0	-31.8	21.1	-18.8	-2.3	14.1
Nc1nc(N2CCOCC2)nc2ccccc12	-1.56	3.9	-8.3	4.0	-0.9	9.5	-0.3	-32.8	12.0
Cc1cc2nnc(SCC(=O)OC(C)C)n2c2ccccc12	.	5.5	-19.1	-4.0	2.9	3.1	-0.6	-10.6	-2.1
COC(=O)c1ccc(NC(=O)C2C3CCC(C3)C2C(=O)O)cc1 (stereo unspecified)	-0.181	-19.1	9.7	3.0	-4.8	2.2	0.4	-13.7	-20.6
COc1cc(C2Nc3cccc4cccc(c34)N2)cc(OC)c1O	1.73	-15.4	-17.1	8.0	44.6	-9.1	-20.8	9.7	-6.3
O=C(NCCc1cccs1)C1CC(c2ccc([N+](=O)[O-])cc2)=NO1 (stereo unspecified)	1.01	8.1	-6.9	14.0	-3.2	15.0	-3.3	-12.3	8.1
Cn1cccc1C(=O)OCC(=O)Nc1ccc2c(c1)CCC2	-0.000371	3.1	9.9	-1.0	-5.6	15.6	-0.6	-13.4	1.2
CC(=O)NCCc1ccc(S(=O)(=O)NC2OC(=O)c3ccccc32)cc1 (stereo unspecified)	-1.75	22.9	20.3	7.0	-0.9	0.5	-11.2	3.4	21.2
Cn1c(=O)c(Cc2ccccc2)c(O)c2ccccc21	1.35	10.6	-17.9	1.0	1.1	-3.1	-17.2	-20.6	-12.5
CCC(Sc1nc(C)cc(=O)[nH]1)C(=O)Nc1sc2c(c1C#N)CCCC2 (stereo unspecified)	0.0228	-13.5	-25.4	-4.0	-1.9	7.8	-1.3	-29.0	-37.5
Brc1ccccc1-c1nnc2sc(-c3ccc4c(c3)OCCO4)nn12	0.686	-6.2	0.4	-4.0	-4.0	-16.3	-3.2	-10.5	14.1
O=C(NCc1cccs1)C1CCC(CNS(=O)(=O)c2cccc3nsnc23)CC1 (stereo unspecified)	0.309	-3.6	15.4	-3.0	-1.1	74.0	-7.8	1.3	17.6
CCOc1ccc(NC(N)=O)cc1OCC	0.532	18.8	-4.5	-1.0	1.1	-1.7	-6.9	-11.4	-17.0
Cc1nc2nc[nH]n2c(=O)c1CCC(C)C	-0.525	-18.7	17.1	1.0	34.3	-5.2	23.7	-31.2	14.9
O=C(CSc1nc2ccccc2s1)Nc1nccs1	1.14	3.5	-12.6	-3.0	13.8	-11.6	1.4	2.0	13.1
O=C(CCn1c(=S)[nH]c2cc3c(cc2c1=O)OCO3)N1CCN(C2CCCCC2)CC1	.	-19.1	-23.5	.	-9.5	9.2	8.7	11.0	8.5
COc1ccc(-c2cc(C3CCN(c4ccc(C(C)=O)cc4[N+](=O)[O-])CC3)[nH]n2)cc1	0.661	10.4	-22.8	-11.0	-14.5	-9.9	.	-2.7	-8.0
O=c1cc(CO)oc(C(Nc2ccccn2)c2ccc(C(F)(F)F)cc2)c1O (stereo unspecified)	-0.0112	-48.8	3.0	11.0	-9.0	7.9	.	-45.1	-3.5

Remaining list, next part
SMILES	hDAT+cocaine	IL1B cytotox	PLK1 PBD inh	Ecoli WT expand	PLK1 inh	sEH inhibitor	cytoskel mod	TNFa cytotox	VCAM1 TNFa inh
COc1cc2cc(CN(CCO)S(=O)(=O)c3ccccc3)c(=O)[nH]c2cc1OC	0.0324	-36.2	-5.9	0.0	-41.3	-12.1	7.3	-19.1	8.2
CCCC(C)C(=O)N(Cc1ccccc1)c1ccccn1 (stereo unspecified)	-0.675	-63.6	-0.4	4.0	4.5	-4.2	15.4	-34.7	-0.5
Cc1cc(NC(=O)CCCC(=O)O)nc(C)n1	-0.124	-9.5	-11.1	-2.0	-10.3	.	19.1	-9.3	-3.1
CN(CP(=O)(O)C(O)c1ccccc1)S(C)(=O)=O (stereo unspecified)	0.192	-7.6	2.4	0.0	-8.3	11.6	29.3	-22.4	8.8

Arranged by the number under hDAT+cocaine (high to low): some entries from above.
canonical_smiles | hDAT+cocaine
CN(CP(=O)(O)C(O)c1ccccc1)S(C)(=O)=O (stereo unspecified) | 0.192
COc1cc2cc(CN(CCO)S(=O)(=O)c3ccccc3)c(=O)[nH]c2cc1OC | 0.0324
Cc1cc(NC(=O)CCCC(=O)O)nc(C)n1 | -0.124
CCCC(C)C(=O)N(Cc1ccccc1)c1ccccn1 (stereo unspecified) | -0.675

Rows are unselected; any-hit rate near 3.4%.
